Compound activity: PubChem, National Center for Advancing Translational Sciences (NCATS)
3T3 cytotox: cytotoxic compounds in NIH 3T3 cells; NIH 3T3 viability, CellTiter-Glo ATP luminescence, 48-72 h; Potency, µM (doses to about 96.7 µM), for inactives: at the highest dose activity change, negative = cytotoxicity, usual class: inhibitors; 4.3% of 94,000 active; also: potency is read from the fitted curve at half-maximal effect; nearly all actives have a fitted effect of over 55% in size
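Cells were seeded at 400 per well, treated with pin-transferred compound, and kept 48 or 72 hr at 37 °C before CellTiter-Glo addition and luminescence imaging of cellular ATP.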
Luciferase inh: blocks purified firefly luciferase enzyme activity. P08659. Potency, µM (top dose mostly 115 µM), for inactives: at the highest dose activity change, negative = inhibition, hits mostly inhibitors. 2.5% of 76,000 active. purified P. pyralis luciferase, luminescence, biochemical; also: potency is read from the fitted curve at half-maximal effect; nearly all actives have a fitted effect of over 65% in size
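FLuc 10nM, D-luciferin 10uM, ATP 10uM, Mg acetate 10mM, Tris acetate pH 7.5, Tween/BSA; cpd qHTS; enzyme added last; CCD luminescence.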
HEK293 viab: cell viability loss counter-screen. HEK-293-SNCA-luc viability, GF-AFC fluorescence, 24 h. Potency, µM (titrated, usually from 57.1 µM), without a hit: top-dose activity change, negative = cytotoxicity, usual class: cytotoxic. 0.12% of 150,000 active. AID 1671193;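 also: potency is read from the fitted curve at half-maximal effect; 0% = DMSO-treated cells and -100% = medium-only wells without cells; nearly all actives have a fitted effect of over 30% in size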
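HEK-293-SNCA-luc cells (1500/well) plated 24 h, then exposed 24 h to a dilution series; GF-AFC added 30 min at 37C, fluorescence 405/540 nm; normalised to medium-only and DMSO wells, Hill fit.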
IP6K1 inhibitor: inhibitors of human IP6K1; IP6K1 kinase, ADP-Glo luminescence, 2 h; stronger effect = lower value; Q92551; AID 1645851; activity change, % (series mostly up to about 58 µM); 0.81% of 140,000 active; in the data active = activity change below about -25%
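ADP-Glo luminescence measures ADP made by human IP6K1 during a 2 h RT reaction with ATP/IP6 (mix at 1.3 mM/130 uM); top library doses 57.5 and 19.1 uM final.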
SNCA expr inhib: SNCA gene expression inhibition | HEK-293 SNCA-luciferase knock-in, luminescence, 24 h | Potency, µM (top dose mostly 57.2 µM), for inactives: at the top dose activity change, negative = inhibition, most hits filed as inhibitors | 0.17% of 140,000 active | AID 1671194;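 also: potency is read from the fitted curve at half-maximal effect; plate controls were DMSO cells for no effect and cell-free wells for full effect; nearly all actives have a fitted effect of over 45% in size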
GPT2 inh: blocks human glutamate pyruvate transaminase 2. Recombinant GPT2, coupled pyruvate oxidase/HRP Amplex Red fluorescence. Potency, µM (titrated, usually from 57.7 µM), without a hit: top-dose activity change, negative = inhibition, hits mostly inhibitors. 0.25% of 100,000 active. AID 1671188; also: potency is read from the fitted curve at half-maximal effect; nearly all actives have a fitted effect of over 60% in size; many of its hits are not listed in these tables
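Fluorescence of coupled pyruvate oxidase/HRP/Amplex Red system (50uM Amplex, 30 min, dark) reports pyruvate formed by GPT2. Enzyme reaction: 10ng/uL GPT2, 2mM L-alanine, 250uM a-KG, 30 min room temperature, pH 7.5; 50uM AOA control.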
HEK cytotox: kills HEK 293 cells | HEK 293 viability, ATP luminescence (CellTiter-Glo), 48-72 h | 6.6% of 94,000 active | AID 1345083 | Potency, µM (titrated, usually from 115 µM), for the others: top-dose activity change, negative = cytotoxicity, most hits filed as inhibitors; also: potency is read from the fitted curve at half-maximal effect; nearly all actives have a fitted effect of over 60% in size
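Pintool-delivered compounds were incubated with HEK 293 cells (250 cells/well) at 37 degree Celsius for 48 or 72 hr. ATP-dependent luminescence (CellTiter-Glo) then reported remaining viable cells.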
Starred values were filed as active, the others as inactive; i = inactive; ? = inconclusive; . = not tested or not shown; & = joins results of further samples; [ ] = another dose, or the depositor's remark. Unless noted, calls follow the shape of the dose curve; as a rule, active = well fitted curve in the direction sought with a large enough effect; inconclusive = small, poorly fitted or top-dose-only effect, or another doubt; inactive = no such curve, though single readings can be large; an effect the other way counts as inactive or inconclusive. Unless noted, % is scaled to controls: 0 for no effect and ±100 for the full control effect.

item	canonical_smiles	3T3 cytotox	Luciferase inh	HEK293 viab	IP6K1 inhibitor
1	CCCn1c(=O)c2[nH]c(C3CCCC3)nc2n(CCCOC(=O)c2ccc(S(=O)(=O)F)cc2)c1=O	.	.	6%	.
2	CC(C)(O)c1cn(C[C@H]2CC3CCN2C[C@@H]3C(=O)NC2CCCCC2)nn1 (stereo partly specified)	i	1%[172 µM]	-11%[87.6 µM]	19
3	COc1cc(CCC(=O)N2CCC3(CC2)NCc2ccccc2-n2ccnc23)on1	-2%	11%	2%	20
4	C1=C2CCCN[C@H]2[C@@H]2C[C@H]1[C@H]1CCCCN1C2	.	.	-17%	35
5	COC[C@H]1C[C@@H](NC2CCC2)[C@H](O)[C@@H]1O	i	14%[230 µM]	1%[87.6 µM]	4
6	COc1ccc(NC(=O)N2[C@H]3CC[C@@H]2c2cnc(C)nc2C3)c(C)c1	-5%	0%	-9%	0
7	CN1C[C@@H]2OCC(=O)N[C@@H]2C1	0%[279 µM]	-3%[299 µM]	-2%[183 µM]	-9
8	CCCN1CC[C@@H]2c3cc(O)ccc3CC[C@@H]21	.	.	4%	.
9	CC[N+]1(CCOC(=O)C(O)(c2ccccc2)c2ccccc2)CCCCC1	.	.	-10%[23.9 µM]	19
10	CCOC(=O)[C@H]1CN(C(=O)c2cc3ccccc3s2)[C@]2(C)C(=O)Nc3ccccc3[C@H]12	-34%[46.1 µM]	.	-11%[23.9 µM]	25

item	SNCA expr inhib	GPT2 inh	HEK cytotox
1	1%	4%	.
2	-25%[87.6 µM]	0%[88.5 µM]	-5%[172 µM]
3	-17%	i	11%
4	.	-6%	.
5	-6%[87.6 µM]	i	3%[230 µM]
6	6%	?	i
7	-2%[183 µM]	-4%[192 µM]	i
8	-3%	-1%	.
9	-46%[25.6 µM]	i	.
10	-3%[25.6 µM]	i	?

Arranged by count of non-hydrogen atoms (largest number first): 5 of the compounds above.
item	canonical_smiles	3T3 cytotox	Luciferase inh	HEK293 viab	IP6K1 inhibitor
3	COc1cc(CCC(=O)N2CCC3(CC2)NCc2ccccc2-n2ccnc23)on1	-2%	11%	2%	20
9	CC[N+]1(CCOC(=O)C(O)(c2ccccc2)c2ccccc2)CCCCC1	.	.	-10%[23.9 µM]	19
4	C1=C2CCCN[C@H]2[C@@H]2C[C@H]1[C@H]1CCCCN1C2	.	.	-17%	35
5	COC[C@H]1C[C@@H](NC2CCC2)[C@H](O)[C@@H]1O	i	14%[230 µM]	1%[87.6 µM]	4
7	CN1C[C@@H]2OCC(=O)N[C@@H]2C1	0%[279 µM]	-3%[299 µM]	-2%[183 µM]	-9

item	SNCA expr inhib	GPT2 inh	HEK cytotox
3	-17%	i	11%
9	-46%[25.6 µM]	i	.
4	.	-6%	.
5	-6%[87.6 µM]	i	3%[230 µM]
7	-2%[183 µM]	-4%[192 µM]	i

(further entries)
item	canonical_smiles	3T3 cytotox	Luciferase inh	HEK293 viab	IP6K1 inhibitor
11	O=C(C1CCCCC1)N1C[C@@H]2C[C@H](C1)c1c(-c3ccc(Cl)cc3)ccc(=O)n1C2	-21%[174 µM]	1%[172 µM]	-9%[87.6 µM]	1
12	O=[S+]1([O-])NC2(CCN(Cc3ccccc3)C2)COc2ccncc21 (stereo unspecified)	-9%	.	6%	14
13	CCC1(C2=NCCN2)Cc2ccccc2O1 (stereo unspecified)	.	.	-3%	-1
14	CC(C)NC(=O)[C@H]1CN2CCC1C[C@@H]2Cn1cc(CN(C)Cc2ccccc2)nn1 (stereo partly specified)	-19%[174 µM]	-7%[172 µM]	-3%[87.6 µM]	2
15	COc1ccc2c(c1)C1(CCN(C(=O)COc3ccc(Cl)cc3)C1)C(=O)N2C (stereo unspecified)	?	28µM*	-9%	-18
16	CCOC(=O)[C@H]1CN(C(=O)Cc2ccccc2)[C@]2(C)C(=O)N(CC3CC3)c3ccccc3[C@H]12	?	.	.	-1
17	Cc1ccc(NC(=O)N2C[C@@H]3C[C@H](C2)c2c(-c4cccs4)ccc(=O)n2C3)cc1	-1%[174 µM]	3%[172 µM]	-11%[87.6 µM]	5
18	N#Cc1cncc(N2CC3CCC(C2)N3CC(F)(F)F)c1	-6%[138 µM]	.	-7%[87.6 µM]	-5
19	C#C[C@H]1CN2CC[C@H]1C[C@@H]2CNC(=O)Nc1cccc(SC)c1	?	0%[172 µM]	0%[87.6 µM]	6
20	c1ccc(N2CCNCC2)cc1	.	.	-13%[23.9 µM]	27

item	SNCA expr inhib	GPT2 inh	HEK cytotox
11	-11%[87.6 µM]	-3%[88.5 µM]	?
12	?	-16%	-9%
13	6%	-5%	.
14	-5%[87.6 µM]	4%[88.5 µM]	i
15	2%	5%	-21%
16	.	.	?
17	-18%[87.6 µM]	-4%[88.5 µM]	5%[172 µM]
18	-4%[87.6 µM]	-4%[88.5 µM]	0%[172 µM]
19	8%[87.6 µM]	0%[88.5 µM]	-30%[172 µM]
20	-20%[25.6 µM]	-1%	.

New compounds follow
item	canonical_smiles	3T3 cytotox	Luciferase inh	HEK293 viab	IP6K1 inhibitor
21	O=C([C@H]1CN2CCC1C[C@@H]2Cn1cc(COc2ccccc2)nn1)N1CCOCC1 (stereo partly specified)	-4%[174 µM]	4%[172 µM]	-6%[87.6 µM]	24
22	O=C(Cc1ccc(CO)cc1)N1CCN(Cc2cn[nH]n2)CC(O)C1 (stereo unspecified)	-13%	7%	8%	12
23	COc1cc2c(cc1OCC1CC1)NC(=O)C21CCN(C(=O)CCc2cccnc2)CC1	?	7%[172 µM]	-4%[87.6 µM]	-20
24	CN1CCN(C(=O)Cc2c[nH]c3ncc(-c4ccc(F)c(Cl)c4)cc23)CC1	28µM*	-1%[172 µM]	2%[87.6 µM]	1
25	O=C(N1CCCC1)N1C2CCC1CN(Cc1cccnc1)C2	-22%	.	-2%	4
26	CN1C(=O)[C@H]2CN(Cc3ccc(Br)s3)C[C@H]2C1=O	i	5%	5%	10
27	Cc1ccc(S(=O)(=O)NC[C@H]2C[C@@H]3CCN2C[C@@H]3CN2CCSCC2)cc1	5%[174 µM]	-8%[172 µM]	0%[87.6 µM]	-13
28	O=C1N(Cc2cccnc2)C[C@H]2CN(C3CCOCC3)CCN12	4%[174 µM]	1%[172 µM]	0%[87.6 µM]	4
29	COP(=S)(OC)Oc1ccc(S(N)(=O)=O)cc1	.	.	-15%[23.9 µM]	15
30	COc1ccc(-c2cc([C@H]3CN4CC[C@H]3C[C@@H]4CNC(=O)Nc3cccc(C(C)=O)c3)n(C)n2)cc1OC	-20%	-25%	-3%	-2

item	SNCA expr inhib	GPT2 inh	HEK cytotox
21	8%[87.6 µM]	-8%[88.5 µM]	-6%[172 µM]
22	31%[activator]	-2%	i
23	3%[87.6 µM]	-12%[88.5 µM]	-16%[172 µM]
24	5%[87.6 µM]	1%[88.5 µM]	79µM*
25	6%	?	-27%
26	4%	-1%	0%
27	-1%[87.6 µM]	0%[88.5 µM]	1%[172 µM]
28	-13%[87.6 µM]	i	2%[172 µM]
29	-51%[25.6 µM]	i	.
30	-10%	4%	?

Additional entries
item	canonical_smiles	3T3 cytotox	Luciferase inh	HEK293 viab	IP6K1 inhibitor
31	COc1cc2c(cc1OC1CCCC1)NC(=O)C21CCN(c2ncc(F)cn2)CC1	89µM*	-14%[172 µM]	-9%[87.6 µM]	-22
32	CCC1(c2ccc(N)cc2)CCC(=O)NC1=O (stereo unspecified)	.	.	4%	15
33	CCCCCc1nc2ccccc2c(=O)n1-c1ccc(C)cc1	.	.	-12%	5
34	CNc1ccc2oc(C[C@H]3O[C@@]4(CC[C@H]3C)O[C@H](C(C)C(=O)c3ccc[nH]3)[C@H](C)C[C@H]4C)nc2c1C(=O)O (stereo partly specified)	.	.	9.5µM*	7
35	CC1CCN(C[C@H]2CN3CC[C@H]2C[C@@H]3CNC(=O)c2ccc3c(c2)OCO3)CC1	?	-6%[172 µM]	-15%[87.6 µM]	1
36	Cc1ccc2c(n1)N(C)[C@H](CO)CCN(C1COC1)C2	-3%[230 µM]	-2%[230 µM]	5%[87.6 µM]	-5
37	O=C(NC[C@H]1C[C@@H]2CCN1C[C@@H]2CN1CCCCC1)c1ccc2c(c1)OCO2	-28%[174 µM]	5%[172 µM]	-16%[87.6 µM]	-11
38	Cn1nc(C2CCCC2)cc1[C@H]1CN2CC[C@H]1C[C@@H]2CNS(=O)(=O)c1ccccc1	112µM*	-5%[172 µM]	1%[87.6 µM]	-7
39	CCC(C(=O)N1CCC(C#N)(c2ccccc2)CC1)n1cccn1 (stereo unspecified)	1%	13%	2%	7
40	COC[C@H]1CCCN1C[C@H]1CN2CC[C@H]1C[C@@H]2CNC(=S)Nc1ccc(-n2cccn2)cc1	?	4%	-18%	-3

item	SNCA expr inhib	GPT2 inh	HEK cytotox
31	-13%[87.6 µM]	-12%[88.5 µM]	89µM*
32	-1%	-2%&-2%	.
33	32%[activator]	.	.
34	.	?	.
35	7%[87.6 µM]	-6%[88.5 µM]	-10%[172 µM]
36	-1%[87.6 µM]	-2%[88.5 µM]	2%[230 µM]
37	22%[87.6 µM]	0%[88.5 µM]	-30%[172 µM]
38	11%[87.6 µM]	-6%[88.5 µM]	100µM*
39	-23%	3%	-5%
40	18%	-10%	?

(list continues)
item	canonical_smiles	3T3 cytotox	Luciferase inh	HEK293 viab	IP6K1 inhibitor
41	CC(C)NC(=O)OC[C@H]1C[C@@H]2CCN1C[C@@H]2c1cc(-c2ccc(F)cc2)nn1C	?	12%[172 µM]	-13%[87.6 µM]	-5
42	O=S(=O)(CC1CS1)c1ccc(Oc2ccccc2)cc1 (stereo unspecified)	.	.	0%	.
43	O=C([C@H]1CN2CCC1C[C@@H]2Cn1cc(CCO)nn1)N1CCOCC1 (stereo partly specified)	?	-13%[172 µM]	4%[87.6 µM]	8
44	CN1CCN(C(=O)Cc2c[nH]c3ncc(-c4cccc(Cl)c4)cc23)CC1	50µM*	3%[172 µM]	-5%[87.6 µM]	-21
45	O=C(Nc1ccccc1)Nc1ccc2n(c1=O)C[C@H]1C[C@@H]2CN(C(=O)c2ccccc2)C1	?	14µM*	-10%[87.6 µM]	-2
46	CC[C@H]1CN2CC[C@H]1C[C@@H]2CNC(=O)c1ccc(-c2ccccc2)cc1	?	-4%[172 µM]	6%[87.6 µM]	15
47	NC(N)=NOCCC(N)C(=O)O (stereo unspecified)	.	.	-1%	.
48	CC[C@H]1CN2CC[C@H]1C[C@@H]2CNC(=O)NC1CCCCC1	i	0%[172 µM]	0%[87.6 µM]	0

item	SNCA expr inhib	GPT2 inh	HEK cytotox
41	-30%[87.6 µM]	4%[88.5 µM]	112µM*
42	-32%	i	.
43	26%[87.6 µM]	-19%[88.5 µM]	-13%[172 µM]
44	4%[87.6 µM]	?	89µM*
45	77%[activator][87.6 µM]	4%[88.5 µM]	?
46	-17%[87.6 µM]	-5%[88.5 µM]	89µM*
47	6%	-34%	.
48	1%[87.6 µM]	i	i

Not all compounds are listed, so the mix of outcomes need not match the whole.
